EPAC2 antagonist: qHTS for Antagonist of cAMP-regulated guanine nucleotide exchange factor 2 (EPAC2): primary screen; actives 0.18% (n = 360,000); EPAC2 GEF exchange of Rap1B-BODIPY-GDP, fluorescence; Rap guanine nucleotide exchange factor 4 (Homo sapiens), Q8WZA2; Potency, µM (series often up to 114 µM), inactives show at the highest dose activity, negative = inhibition, most hits filed as inhibitors; AID 720708, 2013; also: potency is read from the fitted curve at half-maximal effect; % is scaled to controls: 0 for no effect and ±100 for the full control effect; nearly all actives have a fitted effect of over 45% in size; many of its hits are not listed in these tables
Target sequence (Q8WZA2 whole entry, looked up): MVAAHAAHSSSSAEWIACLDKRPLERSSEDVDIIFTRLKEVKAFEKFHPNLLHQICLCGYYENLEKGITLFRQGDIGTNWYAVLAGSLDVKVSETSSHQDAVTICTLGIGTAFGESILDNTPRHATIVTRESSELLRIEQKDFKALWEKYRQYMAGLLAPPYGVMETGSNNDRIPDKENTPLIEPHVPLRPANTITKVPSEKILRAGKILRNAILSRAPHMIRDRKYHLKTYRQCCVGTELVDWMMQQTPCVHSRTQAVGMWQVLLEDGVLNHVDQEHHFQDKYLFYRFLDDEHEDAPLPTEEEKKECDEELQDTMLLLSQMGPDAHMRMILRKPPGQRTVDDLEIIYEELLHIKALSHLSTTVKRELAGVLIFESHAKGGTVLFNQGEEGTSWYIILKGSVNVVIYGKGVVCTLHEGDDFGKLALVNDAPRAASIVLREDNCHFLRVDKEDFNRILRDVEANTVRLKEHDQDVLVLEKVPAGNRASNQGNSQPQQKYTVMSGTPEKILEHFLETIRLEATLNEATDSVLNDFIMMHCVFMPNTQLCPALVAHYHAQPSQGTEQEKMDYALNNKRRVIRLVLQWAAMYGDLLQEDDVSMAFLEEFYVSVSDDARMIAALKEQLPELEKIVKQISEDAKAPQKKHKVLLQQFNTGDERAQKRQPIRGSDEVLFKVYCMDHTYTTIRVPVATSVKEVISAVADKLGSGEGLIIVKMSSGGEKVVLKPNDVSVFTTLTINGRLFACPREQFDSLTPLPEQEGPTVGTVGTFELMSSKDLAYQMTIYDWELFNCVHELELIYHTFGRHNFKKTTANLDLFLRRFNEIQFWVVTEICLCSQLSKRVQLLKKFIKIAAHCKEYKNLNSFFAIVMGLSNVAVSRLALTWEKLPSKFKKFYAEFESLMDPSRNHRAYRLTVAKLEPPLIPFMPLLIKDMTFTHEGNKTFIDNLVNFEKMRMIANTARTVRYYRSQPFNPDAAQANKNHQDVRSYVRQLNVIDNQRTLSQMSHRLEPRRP
DRD3 antagonist: qHTS of D3 Dopamine Receptor Antagonist: qHTS. D(3) dopamine receptor (Homo sapiens), P35462. D3R cells, DiscoveRx beta-arrestin luminescence, antagonist mode; stronger effect = lower value. max response, negative = inhibition, %. actives 2.5% (n = 360,000). AID 652054, 2013; in the data active = max response below about -50%; inconclusive = no clear call, values can overlap the other calls; also: % is scaled to controls: 0 for no effect and ±100 for the full control effect; mostly tested at two doses, the higher about 12 µM
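Cells expressing the human receptor were seeded at 1500 cells/well, incubated overnight at 37 degrees C in 5% CO2, then exposed to library compounds with dopamine controls for 90 minutes at 37 degrees C before luminescent detection.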
Akt phos inh: HTS Assay for Inhibitors of Akt Phophorylation: Primary Screen. Neuro2A IGF-stimulated pAkt S473 HTRF, 20 min; stronger effect = lower value. actives 0.32% (n = 360,000). activity change, % for hits at 50 µM; in the data active = activity change below about -80%; inconclusive = mostly about -51% to -80%; also: % is scaled to controls: 0 for no effect and ±100 for the full control effect
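Neuro2A cells in DMEM with 0.5% FBS, overnight at 37 deg C, given compound at single 50 µM final, then IGF (6 nM final) for 20 min at 37 deg C. Lysed; phospho-Akt Ser473 by HTRF after 24 h, 665/615 ratio.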
PTHR1 agonist: qHTS for PTHR1 Agonists: Primary Screen. Parathyroid hormone/parathyroid hormone-related peptide receptor (Homo sapiens), Q03431. HEK293 GP2 PTHR1 cells, GloSensor cAMP luminescence, 1 h. Potency, µM (series often up to 115 µM), for the others: at the top dose activation, hits mostly activators. actives 0.075% (n = 410,000); also: potency is read from the fitted curve at half-maximal effect; nearly all actives have a fitted effect of over 55% in size; some results filed as inactive show a strong effect at the top dose; inactives centre near -15; many of its hits are not listed in these tables
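HEK-293-derived GP2 cells expressing PTHR1 and a GloSensor cAMP reporter, 3,000/well, plated overnight, given luciferin plus IBMX (each 0.5 mM as added) for 1 h at 37 °C, then compound for 1 h at 37 °C. Luminescence was read after 15 min at room temperature.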
MmCpn inh: Inhibitors of TCP-1 ring complex (TRiC) of Methanococcus maripaludis (MmCpn): qHTS | Potency, µM (highest dose often 76.9 µM), for inactives: top-dose activity, negative = inhibition, actives largely listed as inhibitors | AID 504842, 2011 | actives 0.031% (n = 330,000) | purified Mm-Cpn ATPase, ADP Transcreener TR-FRET; also: potency is read from the fitted curve at half-maximal effect; % is scaled to controls: 0 for no effect and ±100 for the full control effect; nearly all actives have a fitted effect of over 80% in size
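ATPase read-out: TR-FRET ADP immunoassay (anti-ADP Eu cryptate vs ADP-d2), ex 320 nm, em 590/665 nm; signal drops as ADP forms. Enzyme 25 nM, ATP 10 uM, 30 min at 37°C after 10 min compound preincubation.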
CCT chaperon mod: High-Throughput Screening for Modulators of Cytosolic Chaperonin Activity. purified chaperonin ATPase assay, HTRF ADP detection, 30 min. activity change, % (test concentration not listed), hits read low. actives 0.3% (n = 360,000); in the data active = activity change below about -30%; also: % is scaled to controls: 0 for no effect and ±100 for the full control effect
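We incubate TRiC, 40 or 20 nM final, with library compounds at 76 uM and 10 uM ATP for 30 min at 37 °C. ADP formed is detected with Transcreener HTRF reagents after 30 min at room temperature.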
EPAC2 ag: qHTS for Agonist of cAMP-regulated guanine nucleotide exchange factor 4 (EPAC2): primary screen | Rap guanine nucleotide exchange factor 4 (Homo sapiens), Q8WZA2 | EPAC2 activation, biochemical qHTS; response scale: 100% = 6.5 mM cAMP response | Potency, µM (titrated, usually from 154 µM), for the others: top-dose activation, most hits filed as activators | actives 0.079% (n = 360,000) | AID 720711, 2013; also: potency is read from the fitted curve at half-maximal effect; nearly all actives have a fitted effect of over 50% in size
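Setup: EPAC2 100 nM, labeled Rap1B complex 250 nM, free GDP 50 uM. Compound titrations pinned in, brief spin, 5 min room temperature incubation. Kinetic fluorescence read over 30 min, normalized to 6.5 mM cAMP.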
DRD3 agonist: qHTS of D3 Dopamine Receptor Agonist: qHTS; AID 652048, 2013; max activation, %; D(3) dopamine receptor (Homo sapiens), P35462; actives 0.58% (n = 410,000); D3R DiscoveRx beta-arrestin cells, luminescence, 90 min; in the data active = max activation above about 30%; also: 0% is about no effect; mostly tested at two doses, the higher about 12 µM
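Agonist mode: compounds and dopamine controls were applied to plated cells for 90 min at 37 degrees C after an overnight attachment at 1500 cells/well. Luminescent read-out followed 30 - 60 minutes at room temperature with DiscoveRx detection reagent.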
* hit, by the source's call; i = inactive; ? = inconclusive; · = not tested or not shown; [ ] = another dose, or the depositor's remark. Unless noted, calls follow the shape of the dose curve; as a rule, active = well fitted curve in the direction sought with a large enough effect; inconclusive = small, poorly fitted or top-dose-only effect, or another doubt; inactive = no such curve, though single readings can be large; an effect the other way counts as inactive or inconclusive. Not all compounds are listed. The share of hits here may be higher or lower than overall.

SMILES	EPAC2 antagonist	DRD3 antagonist	Akt phos inh	PTHR1 agonist	MmCpn inh	CCT chaperon mod	EPAC2 ag	DRD3 agonist
Cc1ccc(C(=O)C[n+]2ccccc2C)cc1[N+](=O)[O-]	18%	-10	i	i	0%	2.1	3%	-20
Cc1nc(SCC(=O)Nc2ccc(C)c(F)c2)c2oc3ccccc3c2n1	9%	10	i	i	-11%	0.4	-2%	3
CSCCC(NC(=O)c1cccc(C)c1)C(=O)OCC(=O)Nc1c(C)nn(-c2ccccc2)c1C (stereo not drawn)	-6%	0	i	-6%	-1%	1.6	4%	0
CC(=O)Nc1ccc(C(=O)OCC(=O)Nc2c(C)n(C)n(-c3ccccc3)c2=O)cc1	3%	7	i	-24%	0%	0.6	13%	2
OC(COCc1ccc2c(c1)OCO2)CN1CCC(Cc2ccccc2)CC1 (stereo not drawn)	3%	-13	i	i	0%	1.2	-3%	-12
COc1cccc(OC)c1C(=O)Nc1ccc2c3c(cccc13)CC2	10%	13	i	-14%[57.5 µM]	4%	1.1	2%	5
CCn1cc(C(=O)N[C@@H](C)C(=O)OC)c(=O)c2cc3c(cc21)OCO3	3%	-2	i	-5%	-27%	0.6	4%	0
C=CCNc1ncnc2c1cnn2-c1cccc(C)c1	-8%	15	i	-52%[inhibitor]	-1%	0.7	3%	2
N#Cc1ccccc1OCCCN1CCC(Cc2ccccc2)CC1	-2%	-109*	i	-26%	3%	0.9	-6%	-4
C=CCn1c(COc2cccc(C)c2)nnc1SC(C)C(=O)NC1CC1 (stereo not drawn)	-3%	1	i	-15%	-1%	-3.3	8%	4
COc1ccc(S(=O)(=O)n2nc(-c3ccc(Cl)cc3)cc2N)cc1	-8%	7	i	-36%[inhibitor]	0%	-3.1	5%	2
CCCC(=O)Nc1ccc(-c2csc(N/N=C\c3ccncc3)n2)cc1	17%	118	i	-35%[inhibitor]	-2%	0.7	-7%	19
O=C(CN1CCCC1c1cccs1)N1CCN(S(=O)(=O)c2cccc(F)c2)CC1 (stereo not drawn)	-8%	13	i	-35%	-1%	-3.4	5%	-4
COc1ccc2oc(=O)c(-c3csc(Nc4ccc(O)cc4)n3)cc2c1	9%	7	i	-90%[inhibitor]	-4%	1.0	3%	-8
c1ccc(-c2ccnc3ncnn23)nc1	3%	17	i	i	-4%	-0.4	7%	6
CC(=O)NCCc1ccc(S(=O)(=O)Nc2ccc(C)c(S(=O)(=O)N3CCOCC3)c2)cc1	10%	?	i	?	0%	-0.7	15%	-11
COc1cc(OC)c2c(-c3cccc(-c4ccc(OC)c(OC)c4)c3)cc(=O)oc2c1	11%	-21	i	-15%	0%	-1.5	8%	-7
Cc1nn(-c2nc3ccccc3[nH]2)c(N)c1-c1ccc(Cl)cc1	-13%	1	i	-25%	0%	1.5	0%	1
COc1ccc(Nc2ncnc3c2c(C)c(C)n3CCCN(C)C)cc1	0%	-3	i	i	-5%	-1.5	-4%	-10
CCOc1ccc(NS(=O)(=O)c2ccc(C(=O)NC3CCC(O)CC3)cc2)cc1 (stereo not drawn)	-2%	-13	i	-6%	0%	-0.9	-1%	-14
O=C(Cc1ccccc1)Nc1nnc(-c2ccco2)s1	-4%	-19	i	i	-11%	0.6	9%	-4
CC(=O)Nc1ccc(NC(=O)CSc2ccc(-c3ccco3)nn2)cc1	-3%	9	i	-20%	-1%	-1.6	5%	-5
O=C(Nc1ccsc1C(=O)O)c1ccccc1Cl	2%	-4	i	-11%	3%	-0.8	10%	-5
COc1ccccc1CNC(=O)C1CCC(=O)N(CCCc2ccccc2)C1 (stereo not drawn)	1%	10	i	-28%	-5%	-2.8	-2%	-4
COc1cc(C(c2sc3nc(C)nn3c2O)N2CC(C)CC(C)C2)cc(OC)c1OC (stereo not drawn)	2%	13	i	i	1%	-0.9	2%	1

Laid out differently: three of the compounds above.
| Structure | EPAC2 antagonist | DRD3 antagonist | Akt phos inh | PTHR1 agonist | MmCpn inh | CCT chaperon mod | EPAC2 ag | DRD3 agonist |
| --- | --- | --- | --- | --- | --- | --- | --- | --- |
| CC(=O)Nc1ccc(C(=O)OCC(=O)Nc2c(C)n(C)n(-c3ccccc3)c2=O)cc1 | 3% | 7 | i | -24% | 0% | 0.6 | 13% | 2 |
| Cc1nc(SCC(=O)Nc2ccc(C)c(F)c2)c2oc3ccccc3c2n1 | 9% | 10 | i | i | -11% | 0.4 | -2% | 3 |
| O=C(CN1CCCC1c1cccs1)N1CCN(S(=O)(=O)c2cccc(F)c2)CC1 (stereo not drawn) | -8% | 13 | i | -35% | -1% | -3.4 | 5% | -4 |

Other results:
SMILES	EPAC2 antagonist	DRD3 antagonist	Akt phos inh	PTHR1 agonist	MmCpn inh	CCT chaperon mod	EPAC2 ag	DRD3 agonist
CC(NC(=O)Cc1cccs1)c1ccc2c(c1)OCO2 (stereo not drawn)	5%	3	·	-24%[57.5 µM]	1%	-0.5	-8%	2
COc1ccc(OC)c(Nc2c3ccccc3nc3ccccc23)c1	?	?	i	i	-1%	2.0	12%	-27
CC(Sc1nnc(CC(=O)Nc2ccccc2F)n1C)C(=O)Nc1nccs1 (stereo not drawn)	8%	3	i	-24%	2%	-0.1	6%	1
C/C(=N/NC(=O)c1nnn(-c2nonc2N)c1COc1ccccc1)c1ccc(O)cc1	5%	-3	i	-18%	1%	-1.0	6%	-5
CC1CC(c2ccccc2)NS(=O)(=O)O1 (stereo not drawn)	9%	-20	i	1%	3%	0.1	1%	-14
CC(=O)N1CN(Cc2ccccn2)Cc2c1sc1c2CCCC1	4%	?	i	i	-2%	1.6	1%	-15
CN1CCN(C(=O)c2ccccc2NC(=O)c2ccccc2)CC1	11%	1	i	i	2%	0.1	-1%	0
O=C(Cn1cc(C(=O)c2cccs2)c2ccccc21)NCC1CCCO1 (stereo not drawn)	12%	-2	i	i	-1%	0.3	-2%	2
CCC(C)Oc1nc2ccccc2nc1NS(=O)(=O)c1ccccc1 (stereo not drawn)	11%	-17	i	-3%	-1%	0.5	-3%	-1
O=C(CNC(=O)c1ccc(Br)o1)NCc1cccc(Cl)c1	6%	5	i	i	0%	-2.8	0%	-7
Cc1ccc(C(C)NC(=O)Cc2cccs2)cc1C (stereo not drawn)	-2%	-11	i	i	0%	-0.3	2%	-4
CCN(C(=O)CSc1nc2ccccc2c(=O)n1-c1ccc(C)cc1)C1CCS(=O)(=O)C1 (stereo not drawn)	-12%	-1	i	-18%	-6%	-0.9	1%	10
O=C(c1ccc(N2C(=O)C3CCCCC3C2=O)cc1)N1CCCCC1 (stereo not drawn)	11%	-3	i	i	2%	-1.3	15%	2
CN(C)S(=O)(=O)c1ccc2c(c1)nc1n2CCC1	-5%	7	i	-24%[57.5 µM]	-1%	1.4	6%	0
COC(=O)c1ccc(COc2ccc3c(C)c(C)c(=O)oc3c2C)o1	11%	24	·	-11%[57.5 µM]	0%	-0.6	12%	-2
Cc1cc(C(=O)OCC(=O)NCc2ccccc2Cl)c(C)o1	13%	-3	i	i	-2%	-2.0	10%	-1
COc1cccc(C(=O)Nc2cc(S(=O)(=O)N3CCCCC3)ccc2OC)c1	-11%	?	i	-49%[inhibitor]	1%	1.4	8%	-13
CCN1CCN(C(=O)c2ccc(Cl)c(S(=O)(=O)N(C)c3ccccc3)c2)CC1	-2%	-16	i	2%	-2%	-20	5%	-11
O=C1CCN2C=Nc3cccc4ccc1c2c34	284%[activator]	35	i	i	-15%	-1.7	89µM*	12
Cc1ccc(OCc2nnc(SCC(=O)N3CCOCC3)n2C)cc1	0%	17	i	i	3%	1.0	-2%	18
CCn1c(SCC(=O)Nc2oc(-c3ccccc3)c(-c3ccccc3)c2C#N)nnc1-c1ccco1	-4%	0	i	-26%	1%	0.1	-2%	-5
CCN(C(=O)CSc1nc2ccc([N+](=O)[O-])cc2s1)c1c(N)n(Cc2ccccc2)c(=O)[nH]c1=O	12%	14	i	-9%	·	-3.3	-6%	4
CC(=NCc1ccc2c(c1)OCO2)C1=C(O)c2ccccc2C1=O	6%	-13	i	i	2%	-2.5	4%	-1
Cc1cccc(N(Cc2cc3ccccc3[nH]c2=O)C(=O)c2cccs2)c1	-10%	4	i	-22%	2%	-1.9	25%	-2
COc1ccc(S(=O)(=O)Nc2c(NC3CCCCC3)c3ccccc3oc2=O)cc1Cl	-14%	10	i	?	-1%	-2.5	22%	3
Cc1ccc(NS(=O)(=O)c2ccc(Br)cc2)nc1	-5%	-28	i	0%	0%	-1.5	5%	-1
O=C(O)c1ccccc1S(=O)CCO (stereo not drawn)	16%[57.1 µM]	24	i	i	0%	0.0	3%	0

Single entries from the results shown:
DRD3 antagonist, `Cc1cc(C(=O)OCC(=O)NCc2ccccc2Cl)c(C)o1` reads -3
EPAC2 ag, `CN1CCN(C(=O)c2ccccc2NC(=O)c2ccccc2)CC1` reads -1%

Copied from above (3 entries):
SMILES	EPAC2 antagonist	DRD3 antagonist	Akt phos inh	PTHR1 agonist	MmCpn inh	CCT chaperon mod	EPAC2 ag	DRD3 agonist
COc1ccc(S(=O)(=O)Nc2c(NC3CCCCC3)c3ccccc3oc2=O)cc1Cl	-14%	10	i	?	-1%	-2.5	22%	3
Cc1ccc(NS(=O)(=O)c2ccc(Br)cc2)nc1	-5%	-28	i	0%	0%	-1.5	5%	-1
O=C(O)c1ccccc1S(=O)CCO (stereo not drawn)	16%[57.1 µM]	24	i	i	0%	0.0	3%	0

Screening data as filed in PubChem BioAssay.
